# TRb-SRC2 inh: inhibitors of human thyroid hormone receptor beta-SRC2 interaction; 280,000 compounds, 0.065% hits; TRbeta-SRC2 peptide binding, fluorescence polarization; receptor liganded with 1 µM T3; AID 1469; P10828; Potency, µM (highest dose often 106 µM), for inactives: top-dose activity change, negative = inhibition, hits mostly inhibitors;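 also: plate controls were bound peptide for no effect and peptide without receptor for full effect; nearly all actives have a fitted effect of over 50% in size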
#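 Quantitative HTS by FP: 0.6 uM TRb LBD, 20 nM labeled SRC2 20-mer, 1 uM T3, 5% DMSO; 5 hr ambient incubation; % activity per concentration and potencies from concentration series.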
# Lamin A splicing: changes lamin A minigene splicing in HeLa cells. HeLa LMNA splicing GFP/RFP minigene ratio, 48 h. Potency, µM (titrated, usually from 46.1 µM), for the others: at the top dose ratio change, negative = inhibition, usual class: inhibitors. 200,000 compounds, 0.01% hits. AID 1487; active = well fitted inhibition curve with a large enough effect in the signal ratio, with a control signal flat, not every such curve was filed as active; inconclusive = small, poorly fitted or top-dose-only effect, or effect the other way, or a change in a side signal; the % refers to the signal ratio; also: % is scaled to controls: 0 for no effect and ±100 for the full control effect
#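 Read-out is the ratio of GFP to DsRed2 object intensity, acquired by 488 nm laser-scanning cytometry on HeLa lamin A-EGFP minigene reporter cells. Compound incubation 48 hrs at 37 °C in Opti-MEM with 2% FBS; DMSO 0.5% final.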
# RECQ1 inh: blocks DNA unwinding by human RECQ1 | AID 2549 | RECQ1 DNA unwinding, red fluorescence kinetic read | P46063 | 240,000 compounds, 0.54% hits | Potency, µM (doses to about 57.3 µM), without a hit: top-dose activity, negative = inhibition, most hits filed as inhibitors;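 also: plate controls were vehicle for no effect and no enzyme for full effect; nearly all actives have a fitted effect of over 30% in size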
#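 50 nM RECQ1T1 preincubated 15 min with compound in Tris pH 8.0 buffer with MgCl2, DTT, Tween-20 and 2.5 ug/ml poly(dI-dC); started with 200 nM TAMRA/BHQ-2 forked duplex and 2 mM ATP. Unwinding read as fluorescence (525/598 nm), two reads 2 h apart.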
# SMN2 splice enh: enhancers of SMN2 splice variant expression; HEK293 SMN2-luciferase splicing reporter, luminescence, 30-36 h; Potency, µM (highest dose often 46.1 µM), for inactives: at the top dose activity change, positive = activation, most hits filed as activators; 210,000 compounds, 2.8% hits; AID 1458; also: % of control where 0% means no effect; nearly all actives have a fitted effect of over 55% in size
#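 qHTS luciferase splicing reporter: luminescence rises when SMN2 exon 7 is included in transfected HEK293 cells. Compound exposure lasted 30-36 h at 37C, with 4.5 mM final sodium butyrate as control, followed by a ONE-Glo read.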
# TR SRC2 fluor cs: counter-screen for TRb-SRC2 inhibitors: fluorescence interference | TRb/SRC2 Texas Red total fluorescence interference | Potency, µM (highest dose often 106 µM), without a hit: top-dose fluorescence change, negative = quenching | 280,000 compounds, 0.29% hits | AID 1479; active = well fitted curve in either direction with a large enough effect; inconclusive = small, poorly fitted or top-dose-only effect; also: % is scaled to controls: 0 for no effect and ±100 for the full control effect
#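 Flags fluorescent or light-absorbing compounds by total fluorescence, S + 2P, at 555 nm excitation and 632 nm emission. Mixture: 20 nM Texas Red SRC2 peptide, 0.6 uM human TRb LBD, 1 uM T3, 5% DMSO; compound exposure 5 h at ambient temperature.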
# JMJD2E inh: JMJD2E (human) inhibition; B2RXH2; JMJD2E catalytic domain, FDH-coupled NADH fluorescence (FDH is formaldehyde dehydrogenase); Potency, µM (top dose mostly 57.1 µM), for the others: at the top dose activity change, negative = inhibition, most hits filed as inhibitors; 230,000 compounds, 1.6% hits; active = well fitted inhibition curve with a large enough effect, not every such curve was filed as active; inconclusive = small, poorly fitted or top-dose-only effect, or another doubt; inactive = no such curve, though single readings can be large or run the other way;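 also: 0% = wells with enzyme and -100% = buffer wells without enzyme; nearly all actives have a fitted effect of over 50% in size; many of its hits are not listed in these tables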
# Target sequence (B2RXH2 1-337 limits assumed): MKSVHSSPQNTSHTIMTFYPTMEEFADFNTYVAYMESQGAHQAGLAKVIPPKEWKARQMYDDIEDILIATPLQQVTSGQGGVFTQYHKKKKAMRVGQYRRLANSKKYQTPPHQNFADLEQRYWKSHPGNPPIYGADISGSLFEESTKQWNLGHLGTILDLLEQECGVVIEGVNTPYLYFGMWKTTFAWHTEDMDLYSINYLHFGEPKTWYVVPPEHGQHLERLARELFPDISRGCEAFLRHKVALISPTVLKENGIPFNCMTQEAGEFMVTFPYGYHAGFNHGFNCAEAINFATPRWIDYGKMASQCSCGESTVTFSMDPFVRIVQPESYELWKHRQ
# ALDH1A1 block: inhibitors of human aldehyde dehydrogenase 1A1. AID 1030. 220,000 compounds, 7.3% hits. Potency, µM (top dose mostly 75.3 µM), inactives show top-dose activity, negative = inhibition, usual class: inhibitors. Purified ALDH1A1, NADH fluorescence, propionaldehyde substrate. P00352; active = well fitted inhibition curve with a large enough effect, not every such curve was filed as active; inconclusive = small, poorly fitted or top-dose-only effect, or another doubt; inactive = no such curve, though single readings can be large or run the other way;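 also: plate controls were no enzyme wells and a reference inhibitor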
# Target sequence (P00352 whole entry, looked up): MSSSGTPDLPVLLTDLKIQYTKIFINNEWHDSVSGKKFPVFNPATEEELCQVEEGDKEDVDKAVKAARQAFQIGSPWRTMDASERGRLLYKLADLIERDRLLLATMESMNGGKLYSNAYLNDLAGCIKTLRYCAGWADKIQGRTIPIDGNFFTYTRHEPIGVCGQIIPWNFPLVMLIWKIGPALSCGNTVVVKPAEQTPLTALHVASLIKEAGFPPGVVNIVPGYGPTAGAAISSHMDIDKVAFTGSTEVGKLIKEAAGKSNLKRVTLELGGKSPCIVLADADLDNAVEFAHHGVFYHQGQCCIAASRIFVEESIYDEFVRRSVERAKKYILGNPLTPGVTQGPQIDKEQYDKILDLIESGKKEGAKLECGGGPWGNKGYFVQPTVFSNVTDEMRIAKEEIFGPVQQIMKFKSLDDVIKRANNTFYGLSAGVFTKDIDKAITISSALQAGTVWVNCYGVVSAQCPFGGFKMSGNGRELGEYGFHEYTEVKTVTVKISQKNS
# GoLoco inh red: blocks human Gai1 binding to RGS12 GoLoco peptide, red readout. P63096. Gai1:RGS12 GoLoco peptide FP, rhodamine, 10 min. Potency, µM (highest dose often 61.6 µM), without a hit: at the top dose activity, negative = inhibition, hits mostly inhibitors. 230,000 compounds, 0.44% hits. AID 880; active = well fitted inhibition curve with a large enough effect, not every such curve was filed as active; inactive = no such curve, though single readings can be large or run the other way; also: % is scaled to controls: 0 for no effect and ±100 for the full control effect; nearly all actives have a fitted effect of over 30% in size; many of its hits are not listed in these tables
# * marks the source's active call; other numbers are inactive results; i = inactive; ? = inconclusive; nt = no result given; & = joins results of further samples; ! = not active in a repeat; [ ] = dose if it differs, or a comment. Unless noted, calls follow the shape of the dose curve; as a rule, active = well fitted curve in the direction sought with a large enough effect; inconclusive = small, poorly fitted or top-dose-only effect, or another doubt; inactive = no such curve, though single readings can be large; an effect the other way counts as inactive or inconclusive. Potency is read from the fitted curve at half-maximal effect.
no.	Compound	TRb-SRC2 inh	Lamin A splicing	RECQ1 inh	SMN2 splice enh	TR SRC2 fluor cs	JMJD2E inh	ALDH1A1 block	GoLoco inh red
1	CNc1cc(N2CCNCC2)ccc1[N+](=O)[O-]	-1%	5%[46 µM]	-15%	1%	0%	1%	-10%	2%
2	N=C(N)c1c(O)n(C2CCCCC2)c(=O)n(C2CCCCC2)c1=O	4%	11%	-10%	-14%	-1%	-9%	13%	7%
3	OC(c1ccccc1)(c1ccccc1)C1CCCN1 (stereo unspecified)	12%	3%	-10%	19%	0%	?	-7%	-3%
4	CC1C2Cn3c(nc4ccccc43)C1N(C)O2 (stereo unspecified)	-4%	nt	i	nt	-1%	13%	nt	-11%
5	CCCCC/C=C\C/C=C\C/C=C\C/C=C\CCCC(=O)OCCN	-10%&11%	nt	-8%&-8%	nt	?	nt	?	16%
6	Cc1ccc(-n2c(-c3ccc([N+](=O)[O-])cc3)nc3ccccc3c2=O)cc1	3%	-4%	-2%	-10%	-14%	-3%	7.5µM*	4%
7	CCOC(=O)c1cn2nc(OP(=S)(OCC)OCC)cc2nc1C	-11%	?	-3%	-12%	-2%	2%	-2%	-1%
8	O=C(CN1CCCCC1)Nc1ccc(Br)cc1C(=O)c1ccccc1Cl	-15%	23%	-8%	-21%	-4%	1%	-2%	2%
9	CC(=O)c1cccc(NC2=NCC(C)S2)c1 (stereo unspecified)	4%	1%	-5%	-6%	1%	1%	-6%	1%
10	CCCCCc1cc(O)cc(O)c1	5%	nt	0%	-4%	0%	nt	7%	31%[activator]
11	CC(C)c1ccc(-n2c(O)c(C=NC(CCS(C)=O)C(=O)O)c(=O)[nH]c2=S)cc1 (stereo unspecified)	-2%	nt	-5%	nt	0%	-6%	nt	35%[activator]
12	CN(C)CCc1ccc(O)cc1	-3%	nt	-8%	4%	-1%	11%	5%	2%
13	O=C(C1CCCN(c2nnc(-n3cccc3)s2)C1)N1CCC2(CC1)OCCO2 (stereo unspecified)	-10%	-6%	-2%	18%	-2%	-8%	-7%	3%
14	Cn1c(=O)oc2cc(S(=O)(=O)N3CCC(C(=O)N4CC=C(c5ccccc5)CC4)CC3)ccc21	9%	-25%	-2%	-36%[inhibitor]	1%	-10%	-14%	4%
15	CCC(=NCC1CCCO1)c1c(O)n(-c2ccc(Cl)cc2)c(=O)[nH]c1=O (stereo unspecified)	0%	15%	i	-19%	-1%	-5%	-3%	4%
16	CN1CCN(Cc2ccc(OC(F)(F)F)cc2)CC1	-9%	21%	-6%	2%	1%	-10%	?	2%
17	COc1ccc(-c2oc3cc(OC)ccc3c(=O)c2O)cc1	-6%	nt	-2%	nt	-4%	?	?	0%
18	O=S(=O)(c1ccccc1)N1CN2CCN(C2)C1	4%	0%	-5%	-3%	-4%	9%	0%	-1%
19	CCCCn1c(O)c(C(CC)=NCc2ccc(F)cc2)c(=O)[nH]c1=O	-1%	-9%	-5%	-8%	2%	5%	-2%	9%
20	Cc1ccc(Cn2nnnc2CN2CCC(n3nnc4cc(C(F)(F)F)ccc43)CC2)cc1	1%	19%	-6%	4%	-6%	-7%	?	3%
21	Fc1ccc2c(c1)nnn2C1CCN(Cc2nnnn2C2CCCCC2)CC1	4%	1%	-7%	-26%	2%	?	13µM*	6%
22	Cc1c(NP(=S)(C(C)(C)C)C(C)(C)C)c(=O)n(-c2ccccc2)n1C	-1%	-15%[46 µM]	-11%	-5%	1%	3%	?	7%
23	CC(C)CCn1c(=O)c(C(=O)NCc2ccco2)c(O)c2ccccc21	-10%	nt	8%	nt	-1%	4%	nt	2%
24	S=c1[nH]nc(Cn2c(-c3ccccn3)nc3ccccc32)n1-c1ccc2c(c1)OCCO2	-8%	nt	i	nt	-5%	?	nt	-3%

# Six structures out of the list, arranged by formula weight, descending:
no.	Compound	TRb-SRC2 inh	Lamin A splicing	RECQ1 inh	SMN2 splice enh	TR SRC2 fluor cs	JMJD2E inh	ALDH1A1 block	GoLoco inh red
20	Cc1ccc(Cn2nnnc2CN2CCC(n3nnc4cc(C(F)(F)F)ccc43)CC2)cc1	1%	19%	-6%	4%	-6%	-7%	?	3%
24	S=c1[nH]nc(Cn2c(-c3ccccn3)nc3ccccc32)n1-c1ccc2c(c1)OCCO2	-8%	nt	i	nt	-5%	?	nt	-3%
21	Fc1ccc2c(c1)nnn2C1CCN(Cc2nnnn2C2CCCCC2)CC1	4%	1%	-7%	-26%	2%	?	13µM*	6%
22	Cc1c(NP(=S)(C(C)(C)C)C(C)(C)C)c(=O)n(-c2ccccc2)n1C	-1%	-15%[46 µM]	-11%	-5%	1%	3%	?	7%
19	CCCCn1c(O)c(C(CC)=NCc2ccc(F)cc2)c(=O)[nH]c1=O	-1%	-9%	-5%	-8%	2%	5%	-2%	9%
17	COc1ccc(-c2oc3cc(OC)ccc3c(=O)c2O)cc1	-6%	nt	-2%	nt	-4%	?	?	0%

# The results go on:
no.	Compound	TRb-SRC2 inh	Lamin A splicing	RECQ1 inh	SMN2 splice enh	TR SRC2 fluor cs	JMJD2E inh	ALDH1A1 block	GoLoco inh red
25	C[C@@]12CC[C@H](O)C[C@@H]1CC[C@H]1[C@H]2CC[C@@]2(C)[C@@H](C3=CC(=O)OC3)CC[C@]12O	-4%[53 µM]	?	-2%[25.9 µM]	-94%[inhibitor][20.6 µM]	-3%[53 µM]	-4%[25.5 µM]	9%[20.9 µM]	5%[21.6 µM]
26	Cn1c(N2CCNCC2)nc2ccccc21	-5%	1%	-8%	26%	-1%	3%	4%	0%
27	Cc1ccc(-c2nc3ccccc3c(=O)n2-c2cc(C)ccn2)cc1	1%	?	-4%	nt	-5%	?	?	nt
28	O=c1[nH]c(=O)n(CCC2=CCCCC2)c(O)c1/C=N/Nc1ccccc1	5%	?	-3%	-55%[inhibitor]	7%	-8%	-3%	135%[activator]
29	Cn1c(CNC(=O)c2ccco2)nnc1SCC(=O)N1c2ccccc2Sc2ccccc21	-2%	-3%	3%	nt	-3%	3%	?	-108%
30	CCCCC(=O)C1C(=O)NC(=O)NC1=O	-4%	?	-6%	15%	-1%	-7%	-13%	-12%
31	CN1C(C(=O)NCc2cccc(C(F)(F)F)c2)CC2Cn3c(nc4cc5ccccc5cc43)C21 (stereo unspecified)	-9%	nt	i	nt	-2%	?	nt	-2%
32	O=C1NC(=O)N(Cc2ccccc2)C(=O)/C1=C/c1cnc(-c2ccccc2)nc1	-4%	nt	-14%	-10%	0%	22µM*	14%	7%
33	Cc1ccc(NC(=O)O/N=C/c2cccc([N+](=O)[O-])c2)cc1	5%	?	-7%	30%	0%	-10%	?	9%
34	CNC(C(=O)c1ccccc1)C(OC)c1ccc(C)cc1 (stereo unspecified)	-2%	4%	-2%	6%	0%	-17%	?	2%
35	Cc1ccc(N=Cc2c(O)n(C)c(=O)n(C)c2=O)nc1	-17%	15%	i	4%	-1%	?	?	-13%
36	Nc1cccc2ccccc12	6%	nt	-2%	-3%	-3%	nt	?	6%
37	C1CC2NCCC3NCCC(N1)N32 (stereo unspecified)	4%	nt	-1%	nt	0%	-8%	nt	6%
38	C[C@]12Cc3cn4c(nc3C=C1CCC1C2CC[C@@]2(C)[C@H]1CC[C@@]2(O)C#N)nc1ccccc14 (stereo partly specified)	1%	?	i	-16%	?	-18%	?	17%
39	S=c1[nH]nc(C2CC2)n1Cc1ccccc1	-11%	-11%[46 µM]	i	-6%	1%	-4%	14µM*	8%
40	N[C@]1(C(=O)O)CC[C@@H](C(=O)O)C1 (racemic)	8%&4%	nt	i	-3%&-8%	-3%&-3%	nt	3%&-1%	5%&0%
41	CN1CCN(c2nc(N)c(Br)c(Cl)n2)CC1	-4%	nt	-16%	nt	-1%	5%	7%	9%
42	C=CCn1c(O)c(C(C)=Nc2ccc3c(c2)CCC3)c(=O)[nH]c1=O	3%	nt	-1%	nt	-7%	-12%	nt	9%
43	CC(=O)N1CCc2cc(S(=O)(=O)NCCCN3CCN(Cc4ccccc4)CC3)ccc21	4%	-6%	-6%	-40%[inhibitor]	0%	2%	-6%	7%
44	O=C1NC(=O)N(c2ccc(F)cc2)C(=O)/C1=C/c1ccsc1	-8%	-20%[46 µM]	-5%	9%	2%	-1%	?	17%
45	O=C1/C(=C/c2cc3c(cc2Cl)OCO3)N2CCC1CC2	2%[53 µM]	-13%	-10%	2%	-1%[53 µM]	-3%	13µM*	-14%
46	Clc1cc(Cl)cc(NC2=NCCS2)c1	-1%	nt	-11%	nt	-2%	1%	?	2%
47	COc1ccc(CCn2c(O)c(C=Nc3ccc(NC(C)=O)cc3)c(=O)[nH]c2=O)cc1OC	4%	nt	-24%	nt	-1%	?	nt	11%
48	CCN1CCN(c2ccc(N)cc2)CC1	-8%	-14%[46 µM]	-3%	-49%[inhibitor]	1%	?	-13%	5%
49	COCCNC(=O)c1c(NC(=O)c2ccc(Br)o2)n(Cc2ccccc2)c2nc3ccccc3nc12	-18%	?	7%	-24%	1%	?	?	11%
50	COc1cc2c(cc1OC)C1C(=O)c3c(cc4c(c3O)C=CC(C)(C)O4)OC1CO2 (stereo unspecified)	3%	13%	-2%	-58%[inhibitor]	-4%	-28%	2%	5%
51	NCCc1cc(O)c(O)cc1O	40µM*!	nt	8.9µM*	3%	4%&5%	6.3µM*	-14%	25µM*
52	Cc1cc(C)c(C(=O)CN2CCOCC2)c(C)c1	-8%	3%	i	9%	-1%	3%	10µM*	3%
53	COc1cc2[nH]c(=O)n(-c3ccc(C)cc3)c(=O)c2cc1OC	8%&-1%	?	7%	12%&0%	0%&-4%	?	?	9%
54	COc1cc(C=C2C(=O)NC(=O)NC2=O)ccc1OCc1ccc([N+](=O)[O-])cc1	-10%	-3%[46 µM]	0%	?	0%	?	15µM*	1%
55	CCOc1ccc(Br)c(C2(O)CC(C)N(C)CC2C)c1 (stereo unspecified)	-3%	?	-10%	-24%	-5%	-7%	14%	5%

# Only part of the results is shown; rates above refer to the full screens.
